dFosB act: activators of mouse delta FosB homodimer; P13346; 340,000 compounds, 0.99% hits; purified delta FosB, TAMRA-CDK5 oligo fluorescence polarization; percent of positive-control signal above neutral wells; activation, % at 25 µM;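 active = mean activation above about 17%, with every replicate also reaching it, limit read from the data, passing the limit was not always enough; inconclusive = only one of the two conditions met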;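 note: fluorescence polarization rise as delta FosB binds a TAMRA Cdk5 AP-1 oligo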
CAL PDZ FP-1: blocks peptide binding to the human CAL PDZ domain | Q9HD26 | purified CAL PDZ, TMR-peptide fluorescence polarization, 1 h | inhibition, % at 24.9 µM | 300,000 compounds, 0.92% hits | AID 602252;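 active = mean inhibition of at least 30% with at least half of replicates also reaching 30%; inconclusive = no clear call, values can overlap the other calls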;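 note: 0% = DMSO neutral control and 100% = excess unlabeled competitor peptide PRC23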
RTF Ca sens act: cardiac RTF calcium sensitization | IANBD-labeled TnC RTF fluorescence at EC20 calcium; 0% EC20 calcium, 100% full calcium | activation, % at 7.2 µM | AID 493008 | P19429+P45379 | 340,000 compounds, 0.24% hits;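 active = activation above the mean over all tested compounds plus 3 SD, cut at about 30% in these data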;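 note: rise in fluorescence read as greater calcium sensitivity of cardiac thin filaments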
V-ATPase pH: yeast V-ATPase proton transport regulation by pHLuorin | S. cerevisiae, pHLuorin cytosolic pH fluorescence | 350,000 compounds, 0.37% hits | response, % at 10 µM; in the data active = response mostly above about 7.3%, no sharp cut-off; inactive = mostly below about 5.4%; note: actives read high; inactives centre near 0; some compounds called inactive have numbers as strong as hits
Rtt109 Vps75: C. albicans Rtt109 histone acetyltransferase inhibition. Q5AAJ8. 330,000 compounds, 0.16% hits. AID 540336. purified Rtt109/Vps75, ThioGlo CoA-SH fluorescence, 4 h. inhibition, % at 34.9 µM;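 active = inhibition of at least 50% in every replicate; inconclusive = best replicate reaches 50% inhibition but some replicates fall short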
MITF TRPM1 HTS: increases MITF-driven TRPM1 promoter luciferase signal; SK-MEL-5 TRPM1-promoter luciferase, 24 h; % of positive control, neutral wells = 0; activation, % at 12.5 µM; 300,000 compounds, 0.75% hits;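 active = mean activation of at least 80% with every replicate also reaching 80%; inconclusive = mean reaches 80% but some replicate falls short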;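 note: 0% = neutral control wells and 100% = parthenolide positive control wells; values of inactives mirror those of a sister screen read the other way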
Wnt act: activators of Wnt/beta-catenin signaling; activation, % at 9.35 µM; Wnt/beta-catenin reporter cell assay, activator, plate reader; 300,000 compounds, 1.2% hits; AID 743398; in the data active = activation above about 30%, passing the limit was not always enough; inconclusive = no clear call, values can overlap the other calls;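 note: 0% = neutral control wells and 100% = positive control wells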
Tat export inh: blocks Tat-dependent protein export in E. coli | E. coli MC4100 TorA-mCherry Tat export, fluorescence | inhibition, % at 10 µM | 340,000 compounds, 0.036% hits | AID 488895;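 active = mean replicate inhibition at least 50% and at least half of replicates individually reaching 50%; inconclusive = only one of the two criteria met; inactive = neither criterion met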;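 note: exported cargo escapes ClpAP degradation while cytoplasmic cargo is degraded and loses fluorescence; 0% = median of neutral control wells and 100% = median of NaSCN control wells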
CAL PDZ FP-2: inhibitors of human CAL PDZ peptide binding | 330,000 compounds, 0.02% hits | purified CAL PDZ, TMR-peptide fluorescence polarization, 1 h | AID 504414 | inhibition, % at 20 µM;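 active = highest replicate inhibition of at least 40%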;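 note: plate controls were DMSO neutral control wells for no effect and unlabeled competitor peptide control wells for full effect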
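material = purified tagged CAL PDZ domain construct (CerCALP) | buffer or medium = sodium phosphate/NaCl buffer pH 7.4 with TCEP, IgG, Thesit | reagent = TMR-labelled reporter peptide T*-PRC34 bound in PDZ groove | incubation = 1 h room-temperature incubation prior to read | measured by = fluorescence polarization (mP) | evaluation = percent inhibition from loss of millipolarization | control set = unlabelled peptide and DMSO controls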
CDK5 inh: CDK5/p35 (human) kinase inhibition; 330,000 compounds, 0.01% hits; inhibition, % at 10 µM; Recombinant CDK5/p35, ADP-Glo luminescence, 60 min; Q00535+Q15078;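 active = highest replicate inhibition of at least 50% and at least 75% of replicates reaching 50%; inconclusive = only one of the two criteria met; inactive = both criteria failed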;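 note: plate controls were DMSO neutral control for no effect and GW8510 at 10 µM for full effect; many of its hits are not listed in these tables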
Target sequence (Q00535 whole entry, looked up): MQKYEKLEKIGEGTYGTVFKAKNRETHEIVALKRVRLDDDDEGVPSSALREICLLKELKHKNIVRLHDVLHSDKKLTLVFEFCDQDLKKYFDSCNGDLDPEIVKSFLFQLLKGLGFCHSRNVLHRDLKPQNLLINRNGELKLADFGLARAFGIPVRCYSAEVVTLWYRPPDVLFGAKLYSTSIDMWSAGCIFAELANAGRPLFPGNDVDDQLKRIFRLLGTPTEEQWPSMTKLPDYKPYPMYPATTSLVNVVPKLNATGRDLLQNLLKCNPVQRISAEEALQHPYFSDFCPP
Target sequence (Q15078 whole entry, looked up): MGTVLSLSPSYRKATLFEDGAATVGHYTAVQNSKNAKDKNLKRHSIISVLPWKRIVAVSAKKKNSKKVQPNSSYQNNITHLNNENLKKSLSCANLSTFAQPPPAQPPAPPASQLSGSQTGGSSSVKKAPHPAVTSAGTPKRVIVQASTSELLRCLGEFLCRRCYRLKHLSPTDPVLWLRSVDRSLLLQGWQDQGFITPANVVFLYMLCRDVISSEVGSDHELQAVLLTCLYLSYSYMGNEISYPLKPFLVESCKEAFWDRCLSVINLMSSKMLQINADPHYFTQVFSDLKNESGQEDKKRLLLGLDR
Numbers without * were called inactive; u = inconclusive; x = no result given.

SMILES	dFosB act	CAL PDZ FP-1	RTF Ca sens act	V-ATPase pH	Rtt109 Vps75	MITF TRPM1 HTS	Wnt act	Tat export inh	CAL PDZ FP-2	CDK5 inh
Cc1ccc(C(=O)N2CCc3ccccc3C2)cc1S(=O)(=O)N1CCOCC1	-4	0	-5	6	5	-5	0	-3	-2.6	-1.3
O=C(CNC(=O)c1[nH]cnc1C(=O)N[C@@H](Cc1ccccc1)C(=O)OCc1ccccc1)OCc1ccccc1	-8	-3	1	1	-4	1	-4	-19	-0.7	0.5
O=C(COC(=O)/C=C/c1cccc(F)c1)NC1CCCCCC1	-1	2	-2	1	1	7	-1	-1	-0.5	-0.5
COc1ccccc1Oc1coc2c(CN(C)C)c(O)ccc2c1=O	5	0	-2	-4	0	2	x	-1	-1.3	2.5
CC(OC(=O)CCCNC(=O)c1ccc(Cl)cc1)C(=O)N(C)Cc1ccccc1 (configuration not stated)	-18	3	-1	1	1	-4	-1	-2	-2.3	2.4
CC(C)c1ccc(NC(=S)NN(c2ccccc2)c2ccccc2)cc1	0	-7	-1	-2	-9	3	-11	-4	0.5	-0.5
COn1c(=O)c(=O)n(OC)c2ccccc21	3	-2	3	5	-7	-5	x	-3	1.0	0.1
O=C(Nc1ccccc1Cl)NC1(C(=O)N2CCOCC2)CCCCC1	6	6	-7	0	-3	-9	-1	-11	-1.6	1.9
Cc1ccoc1C(=O)Nc1ccc2ccccc2c1	-8	-5	-5	1	2	3	15	12	-1.1	1.8
COC(=O)NC1CSCC1OC(=O)CN1C(=O)c2ccccc2C1=O (configuration not stated)	1	-5	2	1	-5	2	-1	0	0.0	-2.0
Cc1cc(OCC(=O)C(C)(C)C)c2c(C)c(C)c(=O)oc2c1	7	-1	1	0	12	6	x	2	x	0.6
COc1ccc(-n2c(O)c(/C=N/NS(=O)(=O)c3cccc([N+](=O)[O-])c3)c3ccccc3c2=O)cc1OC	-3	-12	33*	-5	-4	-12	-2	u	-8.3	2.2
COc1cc(OC)c2c(-c3cccc(-c4ccc(OC(F)(F)F)cc4)c3)cc(=O)oc2c1	2	-5	2	-3	-4	-4	-2	-11	-0.9	0.5
COC(=O)c1ccc(CNC(=O)CCNC(=O)c2ccco2)cc1	-2	-7	5	-3	-11	-1	3	8	-1.6	-0.4
CCCCNC(=O)Nc1ccon1	-2	-3	11	9	5	-1	-1	2	1.0	0.3
COc1ccccc1N1C(=O)N(C(C)=O)C2C1Nc1ccccc1N2C (configuration not stated)	-7	3	13	5	x	-69	-6	-7	-1.9	-1.0
Cc1cc(Cl)c(S(=O)(=O)N2CCCCCC2)cc1OCC(=O)NC1CCCCC1	3	-3	-1	-3	-11	x	-8	0	-1.1	-0.2
CCOCCSc1nc2c(c(=O)[nH]c(=O)n2C)n1CCCc1ccccc1	-2	-1	-3	-1	9	3	0	14	-1.1	-1.2
CCS(=O)(=O)c1ccc(C(=O)Nc2ccccc2)c(Cl)c1Cl	-3	-4	0	1	8	9	x	12	0.1	-0.3
CCOC(=O)c1c(C)[nH]c(C(=O)OC(C)C(=O)Nc2ccccc2OC)c1C (configuration not stated)	u	2	6	-3	10	-19	0	12	-2.7	-1.5
CSc1ccccc1NC(=O)c1cc(-c2cccs2)on1	0	x	-2	1	-8	26	19	4	-2.4	1.1

Part of the list above in order of length of the SMILES, low to high.
SMILES	dFosB act	CAL PDZ FP-1	RTF Ca sens act	V-ATPase pH	Rtt109 Vps75	MITF TRPM1 HTS	Wnt act	Tat export inh	CAL PDZ FP-2	CDK5 inh
CCCCNC(=O)Nc1ccon1	-2	-3	11	9	5	-1	-1	2	1.0	0.3
Cc1ccoc1C(=O)Nc1ccc2ccccc2c1	-8	-5	-5	1	2	3	15	12	-1.1	1.8
CSc1ccccc1NC(=O)c1cc(-c2cccs2)on1	0	x	-2	1	-8	26	19	4	-2.4	1.1
COc1ccccc1Oc1coc2c(CN(C)C)c(O)ccc2c1=O	5	0	-2	-4	0	2	x	-1	-1.3	2.5
COC(=O)c1ccc(CNC(=O)CCNC(=O)c2ccco2)cc1	-2	-7	5	-3	-11	-1	3	8	-1.6	-0.4
O=C(Nc1ccccc1Cl)NC1(C(=O)N2CCOCC2)CCCCC1	6	6	-7	0	-3	-9	-1	-11	-1.6	1.9
CCS(=O)(=O)c1ccc(C(=O)Nc2ccccc2)c(Cl)c1Cl	-3	-4	0	1	8	9	x	12	0.1	-0.3
Cc1cc(OCC(=O)C(C)(C)C)c2c(C)c(C)c(=O)oc2c1	7	-1	1	0	12	6	x	2	x	0.6
CCOCCSc1nc2c(c(=O)[nH]c(=O)n2C)n1CCCc1ccccc1	-2	-1	-3	-1	9	3	0	14	-1.1	-1.2
Cc1ccc(C(=O)N2CCc3ccccc3C2)cc1S(=O)(=O)N1CCOCC1	-4	0	-5	6	5	-5	0	-3	-2.6	-1.3
Cc1cc(Cl)c(S(=O)(=O)N2CCCCCC2)cc1OCC(=O)NC1CCCCC1	3	-3	-1	-3	-11	x	-8	0	-1.1	-0.2
CCOC(=O)c1c(C)[nH]c(C(=O)OC(C)C(=O)Nc2ccccc2OC)c1C (configuration not stated)	u	2	6	-3	10	-19	0	12	-2.7	-1.5
O=C(CNC(=O)c1[nH]cnc1C(=O)N[C@@H](Cc1ccccc1)C(=O)OCc1ccccc1)OCc1ccccc1	-8	-3	1	1	-4	1	-4	-19	-0.7	0.5
COc1ccc(-n2c(O)c(/C=N/NS(=O)(=O)c3cccc([N+](=O)[O-])c3)c3ccccc3c2=O)cc1OC	-3	-12	33*	-5	-4	-12	-2	u	-8.3	2.2

Compound activity from PubChem.
